HepG2 tox: qHTS for Inhibitors of TGF-b: Cytotox Counterscreen | HepG2 CAGA-GFP viability, ATP luminescence, 18 h | Potency, µM (highest dose often 46.1 µM), for inactives: at the highest dose activity change, negative = cytotoxicity, hits mostly cytotoxic | 410,000 tested, 0.76% active | AID 588856, 2011; also: some results filed as inactive show a strong effect at the top dose
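HepG2 CAGA-GFP cells (1000/well, DMEM with 1% FBS) received compound, then TGF-beta at 500 pg/mL final, and were incubated 18 hours at 37 degrees C. Viability was read by CellTiter-Glo luminescence. Media-only wells were set as complete cell-killing and DMSO as no toxicity.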
TGFb SMAD3 inh: qHTS for Inhibitors of TGF-b; HepG2 CAGA-GFP TGF-b/SMAD3 reporter, GFP fluorescence, 18 h; TGF-beta stimulated, 500 pg/mL final; Potency, µM (top dose mostly 46.1 µM), inactives show top-dose activity, negative = inhibition, most hits filed as inhibitors; 410,000 tested, 1.2% active; also: % is scaled to controls: 0 for no effect and ±100 for the full control effect; nearly all actives have a fitted effect of over 65% in size
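HEPG2 CAGA-GFP, 1000 cells/well; 2 h settle, 37 C; cpd via pin tool; TGF-b 500 pg/mL final; 18 h, 37 C; GFP imaging ex488/em500-530; %Activity normalised to -TGF-b and +DMSO controls; CRC fit, curve class.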
MCF10A rerep: A quantitative high throughput screen for small molecules that induce DNA re-replication in MCF 10a normal breast cells; AID 624296, 2012; Potency, µM (top dose mostly 46.1 µM), inactives show top-dose activity, positive = re-replication, hits mostly activators; MCF 10A DNA re-replication, Hoechst nuclear intensity, 48 h; 350,000 tested, 2.9% active; also: % of control where 0% means no effect; nearly all actives have a fitted effect of over 50% in size
ATXN2 expr inh: Primary qHTS for Inhibitors of ATXN expression; 360,000 tested, 0.72% active; AID 1745845, 2022; HEK-293 ATXN2-luciferase reporter, luminescence, 24 h; Potency, µM (titrated, usually from 57 µM), for the others: at the highest dose activity change, negative = inhibition, hits mostly inhibitors; also: % is scaled to controls: 0 for no effect and ±100 for the full control effect; nearly all actives have a fitted effect of over 55% in size
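ATXN2-luciferase reporter cells (luciferase flanked by upstream and downstream ATXN2 gene portions) were treated 24 h at 37 °C with compounds at up to 57 uM. SteadyGlo luminescence gave expression; GF-AFC fluorescence gave viability.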
A549 viability: Nrf2 qHTS screen for inhibitors: counterscreen for cytotoxicity. A549 ARE-Fluc cells, CellTiter-Fluor viability, 18-24 h. Potency, µM (titrated, usually from 46 µM), without a hit: at the highest dose activity change, negative = cytotoxicity, hits mostly inhibitors. 390,000 tested, 0.16% active. AID 504648, 2011; also: % is scaled to controls: 0 for no effect and ±100 for the full control effect
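A549 ARE_Fluc cells in 5% FBS OPTI-MEM were exposed to compounds in concentration-response for 18-24 h at 37 deg C. Viability was read by CellTiter-Fluor fluorescence (Ex 405/Em 525) after 30 min, before the luciferase read.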
S2 tox: Viability Counterscreen for Primary qHTS for Inhibitors of ATXN expression; AID 651635, 2014; Potency, µM (highest dose often 56.7 µM), usual class: cytotoxic; 400,000 tested, 0.49% active; S2 cells (HEK-293 line with an ATXN2-luciferase reporter) viability, CellTiter-Fluor protease fluorescence, 24 h; also: nearly all actives have a fitted effect of over 40% in size
Nrf2 activator: qHTS of Nrf2 Activators. AREc32 ARE-luciferase reporter (MCF7-derived line), luminescence, 24 h. Potency, µM (titrated, usually from 46.1 µM), for inactives: at the top dose activation, hits mostly activators. 410,000 tested, 0.31% active. AID 624171, 2012; also: % of control where 0% means no effect; nearly all actives have a fitted effect of over 65% in size
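Reporter line AREc32 (ARE-Fluc), seeded overnight in OPTI-MEM with 5% FBS; compound pin-transferred, 24 hr at 37 deg C, 5% CO2; luminescent read-out.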
EPAC2 antagonist: qHTS for Antagonist of cAMP-regulated guanine nucleotide exchange factor 2 (EPAC2): primary screen. AID 720708, 2013. Rap guanine nucleotide exchange factor 4 (Homo sapiens), Q8WZA2. 360,000 tested, 0.18% active. EPAC2 GEF exchange of Rap1B-BODIPY-GDP, fluorescence. Potency, µM (top dose mostly 114 µM), for inactives: at the top dose activity, negative = inhibition, actives largely listed as inhibitors; also: % is scaled to controls: 0 for no effect and ±100 for the full control effect; nearly all actives have a fitted effect of over 45% in size; many of its hits are not listed in these tables
Target sequence (Q8WZA2 whole entry, looked up): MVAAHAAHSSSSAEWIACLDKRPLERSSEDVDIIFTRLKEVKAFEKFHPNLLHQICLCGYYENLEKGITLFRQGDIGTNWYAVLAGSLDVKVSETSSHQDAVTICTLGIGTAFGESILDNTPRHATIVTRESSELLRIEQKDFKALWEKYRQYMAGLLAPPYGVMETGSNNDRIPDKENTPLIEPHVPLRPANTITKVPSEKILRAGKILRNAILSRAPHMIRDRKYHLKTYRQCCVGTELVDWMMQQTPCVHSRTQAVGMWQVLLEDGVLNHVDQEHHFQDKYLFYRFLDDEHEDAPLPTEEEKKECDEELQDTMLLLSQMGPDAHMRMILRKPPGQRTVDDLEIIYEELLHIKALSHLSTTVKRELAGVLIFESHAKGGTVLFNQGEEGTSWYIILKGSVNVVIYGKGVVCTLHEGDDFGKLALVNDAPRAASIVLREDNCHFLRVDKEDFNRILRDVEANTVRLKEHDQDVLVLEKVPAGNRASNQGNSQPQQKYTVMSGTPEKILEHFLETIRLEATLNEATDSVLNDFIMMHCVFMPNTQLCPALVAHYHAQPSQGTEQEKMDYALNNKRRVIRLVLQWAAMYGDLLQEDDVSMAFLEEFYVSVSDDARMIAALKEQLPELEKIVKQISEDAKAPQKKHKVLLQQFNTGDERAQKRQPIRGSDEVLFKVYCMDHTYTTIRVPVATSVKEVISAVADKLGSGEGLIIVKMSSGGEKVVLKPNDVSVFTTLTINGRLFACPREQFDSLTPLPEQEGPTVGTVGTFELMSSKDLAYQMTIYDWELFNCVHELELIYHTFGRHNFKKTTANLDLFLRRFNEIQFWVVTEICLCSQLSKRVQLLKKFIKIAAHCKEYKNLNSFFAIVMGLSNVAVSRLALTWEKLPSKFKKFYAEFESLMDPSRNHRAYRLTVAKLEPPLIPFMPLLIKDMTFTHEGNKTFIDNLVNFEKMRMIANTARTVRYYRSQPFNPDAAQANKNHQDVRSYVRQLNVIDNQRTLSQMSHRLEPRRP
Nrf2 inh: Nrf2 qHTS screen for inhibitors. AID 504444, 2011. A549 ARE-Fluc reporter, luciferase luminescence, 18-24 h. Potency, µM (doses to about 46 µM), for inactives: top-dose activity change, negative = inhibition, most hits filed as inhibitors. 360,000 tested, 2.1% active; also: % is scaled to controls: 0 for no effect and ±100 for the full control effect; nearly all actives have a fitted effect of over 60% in size
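Reporter: ARE-Fluc in A549. Exposure: 18-24 h, 37 °C, 5% CO2, 5% FBS OPTI-MEM. Readouts: fluorescent cytotoxicity (CellTiter-Fluor), then luminescent Nrf2 signal after BugLite.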
Numbers without * were called inactive; i = inactive; ? = inconclusive; / = not tested or not shown; [ ] = another dose, or the depositor's remark. Calls follow the shape of the dose curve; as a rule, active = well fitted curve in the direction sought with a large enough effect; inconclusive = small, poorly fitted or top-dose-only effect, or another doubt; inactive = no such curve, though single readings can be large; an effect the other way counts as inactive or inconclusive. Potency is read from the fitted curve at half-maximal effect. These rows are one share of the data; rates above refer to the full screens.

SMILES	HepG2 tox	TGFb SMAD3 inh	MCF10A rerep	ATXN2 expr inh	A549 viability	S2 tox	Nrf2 activator	EPAC2 antagonist	Nrf2 inh
CCc1ccc(S(=O)(=O)N/N=C\c2ccc3c(c2)OCO3)cc1	-6%	-4%	0%	-9%	2%	i	0.2%	-3%	-9%
N#Cc1nc(COc2ccc(F)cc2)oc1N1CCN(Cc2ccccc2)CC1	-23%	?	9%	-11%	-8%	i	-0.3%	-1%	/
Cn1c2ccccc2c2cnn(CC(=O)NCCCN3CCCCC3)c(=O)c21	-18%	-5%	/	-5%	6%	i	-0.1%	/	14%
Cc1nc(-c2ccc(F)cc2)sc1CCNC(=O)c1ccccc1	-1%	-4%	/	-8%	0%	i	-0.1%	/	/
O=C(NCCCn1ccnc1)c1[nH]c(C(F)(F)F)nc1-c1ccccc1	2%	?	/	0%	/	i	-0.3%	29%	/
O=C(NCCC(=O)N1CCC2(CC1)NCCc1[nH]cnc12)c1ccc(Br)cc1	6%	4%	11%	9%	9%	i	0.1%	3%	3%
CS(=O)(=O)Nc1ccccc1C(=O)Nc1ccccc1Cl	2%	-6%	?	-17%	-17%	i	-0.6%	0%	-18%
FC(F)Oc1ccc(N=C2SCC3CCCCN23)cc1 (configuration not stated)	-17%	-16%	5%	60%[activator]	-14%	i	2.1%	-13%	?
Cc1cc([N+](=O)[O-])ccc1NC(=O)CCC(=O)N1CCCC1	6%	-4%	0%	36%	-1%	i	-0.4%	1%	2%
COc1ccc(OC)c(NC(=O)CSc2nnc(CNc3ccc(F)cc3)o2)c1	-15%	-7%	1%	-23%	-2%	i	-0.1%	-8%	10%
CS(=O)(=O)Nc1cccc(S(=O)(=O)N2CCN(C(=O)c3ccccc3)CC2)c1	-14%	2%	-4%	6%	-5%	i	-0.7%	4%	-6%
CC(=O)Nc1ccc(S(=O)(=O)NCc2nnnn2-c2ccc(Cl)cc2)cc1	-9%	2%	-4%	4%	-1%	i	0.3%	-5%	-1%
CCOC(=O)[C@]12CCCC=C1N(Cc1ccc(Cl)cc1Cl)C(=O)[C@H](CC(=O)N1CCC(c3ccccc3)CC1)C2	/	/	/	-9%	/	i	4.0%	-5%	/
Cc1cccc(OCC(=O)NCc2ccccc2)c1	-15%	2%	-2%	14%	8%	i	-1.5%	8%	0%
O=C(NCCN1CCOCC1)c1cccc(NS(=O)(=O)c2ccc(Br)cc2)c1	-13%	5%	18%	-3%	4%	i	0.1%	-6%	5%
Cn1nccc1NC(=O)Nc1cccc(Br)c1	-5%	-1%	2%	-13%	-4%	i	0.3%	12%	3%
Cc1cc(C)c2ccc(Cl)cc2n1	8%	3%	4%	4%	-9%	i	-0.4%	-5%	4%
O=C(O)CCN1C(=O)C(=C2CCCCCC2)SC1=S	-23%	-14%	19%	20%	-1%	i	19%	3%	6%
Cc1ccc(-c2nnc(N3CCOCC3)c3ccccc23)cc1S(=O)(=O)NCC1CCCO1 (configuration not stated)	-46%	14%	1%	-6%	-2%	i	5.8%	1%[57.1 µM]	?
COc1ccc(-c2nc3ccccc3c(=O)n2CCCN2CCOCC2)cc1	-1%	6%	2%	10%	0%	i	2.7%	0%	12%

Compound profiles (already shown). Screens in order: HepG2 tox, TGFb SMAD3 inh, MCF10A rerep, ATXN2 expr inh, A549 viability, S2 tox, Nrf2 activator, EPAC2 antagonist, Nrf2 inh
Profile of FC(F)Oc1ccc(N=C2SCC3CCCCN23)cc1 (configuration not stated) → -17%, -16%, 5%, 60%[activator], -14%, i, 2.1%, -13%, ?
Profile of CCc1ccc(S(=O)(=O)N/N=C\c2ccc3c(c2)OCO3)cc1 → -6%, -4%, 0%, -9%, 2%, i, 0.2%, -3%, -9%

Following part.
SMILES	HepG2 tox	TGFb SMAD3 inh	MCF10A rerep	ATXN2 expr inh	A549 viability	S2 tox	Nrf2 activator	EPAC2 antagonist	Nrf2 inh
COc1cc(NC(=O)c2ccco2)c(OC)cc1NC(=O)CCC(=O)Nc1cc(C)ccc1C	11%	0%	17%	-6%	-26%	i	1.9%	8%	?
COCOc1cccc(CN2CCC(C)(Oc3cccc(C#N)c3)C2)c1 (configuration not stated)	-1%	6%	/	-11%	/	i	2.5%	-2%	/
CCCCC(Sc1nc(N)c(NC(=O)c2ccc(OCC)cc2)c(=O)[nH]1)C(=O)O (configuration not stated)	13%	-3%	?	-11%	4%	i	-0.1%	-1%	6%
O=C(O)C1C2C=CC(C2)C1C(=O)NCCc1ccncc1 (configuration not stated)	-23%	6%	18%	-12%	-9%	i	-0.1%	-4%	-16%
O=C(CN1C(=O)C2C3C=CC(C3)C2C1=O)N1CC(=O)N(CCc2ccccc2)C(=O)C1 (configuration not stated)	-2%	20%	-8%	1%	2%	i	-0.2%	5%	9%
COc1ccc(-n2c(SCC(=O)Nc3ccc4c(c3)OCO4)nc3ccccc3c2=O)cc1	-4%	-4%	4%	-10%	-19%	i	-0.2%	9%	-28%
CC(=O)c1cccc(NC(=O)CCc2nnc3ccc(NCc4ccco4)nn23)c1	-11%	4%	-4%	/	-3%	?	23%	3%	14%
COc1cc2nc(NC(=O)c3ccccc3)sc(=O)c2cc1OC	-11%	20%	?	-17%	0%	i	7.1%	23%	-29%
FC(F)(F)c1ccc(-c2nnc(-c3cccnc3)o2)cc1	3%	15%	-2%	12%	-3%	i	0.1%	0%	26%
Cc1nc(C)c(-c2ccc(SCC(=O)Nc3ccc(Br)cc3)nn2)s1	-28%	0%	/	/	?	/	-0.8%	/	/
O=C(NCc1cccnc1)c1cccn1-c1ncc(C(F)(F)F)cc1Cl	2%	-17%	2%	-20%	1%	?	-0.2%	4%	?
CCc1nnc(NC(=O)CSc2nnc(Cc3ccccc3)n2Cc2ccccc2)s1	-19%	-8%	1%	3%	?	i	-0.2%	1%	?
CC1(C(=O)NCc2ccccc2)Cc2c(-c3cccc(C(N)=O)c3)ccnc2O1 (configuration not stated)	0%	23%	/	4%	/	?	3.3%	-9%	/
CC(C)(C)c1ccc(OCC(=O)NCC2(N3CCOCC3)CCCCC2)cc1	-59%	?	/	/	-2%	/	-0.8%	/	13%
Cn1ncc2c(N3CCN(c4cccc(Cl)c4)CC3)ncnc21	-5%	1%	/	/	13%	/	-0.5%	/	/
Cc1nc(CSc2nsc(C)c2C#N)cs1	-21%	-13%	3%	-1%	14%	i	6.6%	4%	2%
COc1ccc(C2=NOC(C(=O)NC3CCCCC3)C2)cc1OC (configuration not stated)	-6%	-9%	-2%	-11%	-1%	i	-0.4%	-1%	-4%
O=C(NC(Cc1ccccc1)C(=O)O)C1CCN(S(=O)(=O)c2ccccc2C(F)(F)F)CC1 (configuration not stated)	-3%	10%	-1%	/	0%	i	2.5%	8%	-6%
O=C(CSc1nc2[nH]c(=O)cc(O)c2s1)Nc1nncs1	-5%	0%	-4%	-3%	3%	i	-0.8%	-5%	6%
Cc1ccc(S(=O)(=O)N2CCCCC2)c(C)c1NS(C)(=O)=O	-3%	2%	-21%	15%	-4%	i	0.1%	4%	6%
O=C(NCc1ccc(F)cc1)c1cccs1	-34%	-4%	-2%	-44%	7%	i	0.6%	12%	3%
Cc1nnsc1C(=O)N1CCN(c2ccc(F)cc2)CC1	9%	0%	0%	/	-12%	i	-0.2%	-5%	-1%
CC(C)N1C(=O)N(c2ccc(Cl)cc2)C(C)(O)CC1(C)C (configuration not stated)	-5%	2%	-1%	14%	-9%	i	-0.5%	-10%	10%
O=C(Nc1nc(-c2ccccc2)cs1)c1ccc(Br)o1	-6%	-11%	12%	28%	-5%	i	?	-7%	-3%
CC(=O)N1CN(C2CC(C)(C)NC(C)(C)C2)Cc2c1sc1c2CCCC1	-25%	7%	?	0%	-13%	i	2.1%	16%	3%
NS(=O)(=O)c1ccc(CNC(=S)NC(=O)c2ccco2)cc1	6%	-5%	-23%	6%	9%	i	4.4%	18%	4%
CCCn1c(C)c(C(=O)OCC)c(O)c(-c2ccccc2)c1=O	3%	13%	28%	10%	1%	i	-0.7%	4%	-2%
C=CCn1c(N)cc(=O)nc1SCC(=O)Nc1ccc(C(=O)OCC)cc1	-11%	-1%	7%	19%	6%	i	-0.3%	-9%	-10%
CN1CCC(n2[nH]c(-c3ccccc3)c(Cc3ccccc3)c2=O)CC1	-41%	33%[activator]	6%	-18%	-1%	i	-0.3%	1%	0%
Cc1ccc(CN2CCN(/N=C\C(Br)=C\c3ccccc3)CC2)cc1	2%	-27%	?	-14%[11.3 µM]	1%	i	?	-6%	-5%
Cc1cc(-c2c(C)[nH]n(-c3ccccc3)c2=O)n[nH]1	-12%	-6%	?	2%	0%	i	?	-1%	?
Nn1c(Cc2ccccc2F)nnc1SCC(=O)Nc1cccc(S(=O)(=O)NC2=NCCCCC2)c1	-2%	-7%	-21%	6%	3%	i	2.6%	-16%	15%
COC(=O)c1nc2ccccn2c1F	9%	28%	?	12%	-6%	i	0.0%	2%	-15%
CC(C)(C)NC(=O)C(c1ccccn1)N(C(=O)C1CSC(=O)C1)c1ccc(F)cc1 (configuration not stated)	0%	?	4%	11%	-18%	i	-0.1%	14%	-22%
Cc1ccc(N2CC(C(=O)NCc3n[nH]c(=O)c4ccccc34)CC2=O)cc1 (configuration not stated)	4%	-4%	11%	-4%	1%	i	2.5%	-1%	0%
CC1CCc2[nH]c3ccc(C(=O)N(C)CC(=O)Nc4ccccc4Br)cc3c2C1 (configuration not stated)	14%	?	?	-24%	?	i	3.7%	?	?
CCOC(=O)C1CC=C(Cl)CC1C(=O)Nc1nccs1 (configuration not stated)	3%	5%	-6%	2%	-3%	i	0.1%	-4%	-7%
Cc1ccc(Nc2ncnc(N)n2)cc1C	4%	5%	1%	/	4%	i	4.3%	10%[57.1 µM]	13%
CSc1ncc(C(=O)O)n1-c1ccc(F)cc1	-8%	10%	1%	-22%	6%	i	-0.5%	-2%	4%
